KOR beta-arrestin-1: KOR agonists, beta-arrestin recruitment, primary screen, cell-based, luminescence, uHTS (AID 1777). KOR beta-arrestin recruitment, luminescence; higher % means a stronger effect. one-dose activation, % at 10 µM; EC50 in µM for titrated hits. 280,000 tested, 0.02% active; in the data active = activation above about 50%, passing the limit was not always enough; also: a part of the inactive calls stands beside numbers as strong as those of hits
NTR1 ag: agonists of NTR1, primary screen, imaging, U2OS cells, beta-arrestin-GFP, high content (AID 493036). P30989. NTR1-U2OS beta-arrestin-GFP spot imaging, agonist mode. activation, % at 20 µM. 330,000 tested, 0.17% active;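 active = activation at or above 40% of the spot to cytoplasm intensity ratio, with at least 20 cells analyzed; inconclusive = wells under 20 cells, flagged as cytotoxic or low count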;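 also: 0% = DMSO without peptide and 100% = 100 nM NTR1 peptide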
Target sequence (P30989 whole entry, looked up): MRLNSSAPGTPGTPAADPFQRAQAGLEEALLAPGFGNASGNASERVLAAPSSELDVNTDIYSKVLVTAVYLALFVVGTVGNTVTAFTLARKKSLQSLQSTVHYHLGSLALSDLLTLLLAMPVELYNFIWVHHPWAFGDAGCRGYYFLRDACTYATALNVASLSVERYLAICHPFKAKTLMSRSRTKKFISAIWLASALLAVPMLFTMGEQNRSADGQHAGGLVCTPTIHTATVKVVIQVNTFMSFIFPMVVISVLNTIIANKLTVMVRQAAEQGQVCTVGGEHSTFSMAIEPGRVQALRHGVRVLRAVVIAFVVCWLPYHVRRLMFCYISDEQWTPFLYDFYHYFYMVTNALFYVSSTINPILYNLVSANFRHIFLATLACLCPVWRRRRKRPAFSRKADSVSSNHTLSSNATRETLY
NOD1 inhibition: NOD1 signaling inhibitors, primary screen, cell-based, luminescence, uHTS (AID 1578). NOD1-driven NF-kB luciferase reporter cells, luminescence; higher % means a stronger effect. inhibition, % at 4 µM; hits with a dose series show EC50 in µM. 290,000 tested, 1% active; in the data active = inhibition mostly above about 36%, no sharp cut-off; inactive = mostly below about 34%;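 also: HEK-293T reporter cells stimulated with the NOD1 agonist gamma-tri-DAP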
GPR35 antagonists: inhibition of zaprinast-stimulated GPR35 beta-arrestin translocation – imaging, U2OS, beta-arrestin-GFP, zaprinast agonist, primary screen (AID 2058); U2OS GPR35 beta-arrestin-GFP translocation imaging, zaprinast antagonism; higher % means a stronger effect; inhibition, % at 10 µM, or IC50 in µM where a hit was titrated; 290,000 tested, 0.052% active;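 active = inhibition of at least 50% with at least 30 cells and total cytoplasm GFP at most 10,000,000; inconclusive = under 30 cells or total GFP of 10,000,000 plus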
MgcRacGAP inhibition: MgcRacGAP GTPase-activating activity inhibitors, confirmation, biochemical, ADP Hunter fluorescence. MgcRacGAP-stimulated Rac1 GTP hydrolysis, ADP Hunter fluorescence; higher % means a stronger effect; GST-tagged Rac1 F28L mutant substrate. one-dose inhibition, % at 30 µM; IC50 in µM for titrated hits. 340,000 tested, 0.6% active;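 active = first-screen hits whose inhibition reached a set limit at any dose in the follow-up dose series; inconclusive = inhibition above the set first-screen limit but never retested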;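 also: fluorescence reports GDP produced by GAP-driven GTP hydrolysis; strong numbers were not always called active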
GPR55 activation: selective activators of receptor GPR55 – imaging, U2OS cells, beta-arrestin-GFP redistribution, primary screen (AID 1961); U2OS GPR55 beta-arrestin-GFP redistribution imaging; higher % means a stronger effect; activation, % at 10 µM; hits with a dose series show EC50 in µM; 290,000 tested, 0.048% active;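 active = activation above 40% with more than 50 cells counted in the well; inconclusive = wells holding fewer than 50 cells, flagged as toxic or sparse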;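 also: U2OS osteosarcoma cells stably expressing GPR55 and beta-arrestin-GFP; plate controls were DMSO negative control for no effect and LPI positive control for full effect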
K1F lysis inhibition: inhibition of K1F phage lysis, E. coli UTI89, bacterial capsule biogenesis inhibitors, alamar blue (AID 488966); E. coli UTI89 K1F phage lysis, alamar blue, 2 h; higher % means a stronger effect; 340,000 tested, 0.02% active; inhibition, % at 100 µM, or IC50 in µM where a hit was titrated;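 active = phage lysis inhibition, versus mean bacterial control, above a set limit; inconclusive = no clear call, values can overlap the other calls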;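 also: capsule biogenesis inhibitors block K1F phage lysis so surviving cells raise fluorescence; higher fluorescence means more inhibition of phage lysis; actives were called in the ten point dose series up to 300 µM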
KOR beta-arrestin-2: kappa opioid receptor blockers – cell-based, luminescence, uHTS (AID 1778). KOR beta-arrestin recruitment, luminescence, antagonist mode; higher % means a stronger effect. 290,000 tested, 0.091% active. inhibition, % at 10 µM; hits with a dose series show IC50 in µM; in the data active = inhibition above about 50%; also: strong numbers were not always called active
GPR55 LPI antagonism: inhibition of LPI-stimulated GPR55 beta-arrestin translocation – imaging, U2OS, beta-arrestin-GFP, LPI agonist, primary screen (AID 2013) | U2OS GPR55 beta-arrestin-GFP translocation imaging, LPI antagonism; higher % means a stronger effect | one-dose inhibition, % at 10 µM; IC50 in µM for titrated hits | 290,000 tested, 0.13% active;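 active = spots per cell inhibited over 60%, with over 100 cells counted and total cytoplasm intensity under 500,000; inconclusive = wells with under 100 cells, flagged as likely toxic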;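 also: U2OS cells stably carrying GPR55 and arrestin-GFP stimulated by 5 µM LPI near EC80; imaged beta-arrestin-GFP aggregate spots per cell after agonist stimulation; plate controls were LPI-stimulated DMSO wells for no effect and DMSO wells without LPI for full effect; some results filed as inactive read as strong as hits; confirmed hits need IC50 under 10 µM and bright autofluorescent wells are also inconclusive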
NTR1 ag cell count 20 µM: further read-out of NTR1 ag, marked with its call; cell count; measured here: cell count, cytotoxicity flag
Active calls of the source: *; ? = inconclusive; nt = no result given; [ ] = dose if it differs, or a comment.

1	O=c1cc(CN2CCCCC2)nc(C2CC2)[nH]1
2	Cc1nn(C(=O)CCC(=O)NCc2ccc(OC(C)C)cc2)c2ccccc12
3	CCCc1[nH]n(-c2ccc([N+](=O)[O-])cc2)c(=O)c1C(C)=NCc1ccncc1
4	O=C(NCc1cccs1)c1ccc(S(=O)(=O)N2CCOCC2)cc1
5	CCN(CC(=O)Nc1ccccc1OC)C(=O)CCc1ccccc1

assay / compound	1	2	3	4	5
KOR beta-arrestin-1	0.5%	-2.7%	-2.9%	-4.5%	5.4%
NTR1 ag	0.5	-0.4	0.2	-0.6	0.3
NTR1 ag cell count 20 µM	39	49	47	55	57
NOD1 inhibition	-14%	-16%	-1%	-35%	-33%
GPR35 antagonists	-6%	-7%	-5%	4%	-4%
MgcRacGAP inhibition	4%	0%	-2%	3%	6%
GPR55 activation	0.2%	-0.1%	-0.3%	0.6%	-0.3%
K1F lysis inhibition	0.0%	0.1%	0.1%	0.2%	0.2%
KOR beta-arrestin-2	-40%[20 µM]	-36%	7%	19%	-7%
GPR55 LPI antagonism	8%	-6%	7%	-4%	-3%

6	Cc1c(Cl)cccc1NC(=S)Nc1ccccn1
7	COc1ccccc1NS(=O)(=O)c1ccc(O)c(NC(=S)NCC2CCCO2)c1 (stereo not drawn)
8	CCN(CC)S(=O)(=O)c1ccc(C)c(NC(=S)NNC(=O)C2CC2)c1
9	Cc1cc(C)c(S(=O)(=O)c2ccccc2)c(OC(=O)c2c(Cl)cccc2Cl)n1
10	COC(c1ccccc1)c1nnc(CCC(=O)N(C)CCOc2ccccc2)o1 (stereo not drawn)

assay / compound	6	7	8	9	10
KOR beta-arrestin-1	2.1%	2.8%	1.3%	3.3%	-12%
NTR1 ag	0.2	0.1	0.5	-2.0	0.5
NTR1 ag cell count 20 µM	62	76	41	74	83
NOD1 inhibition	5%	-3%	1%	43%	-29%
GPR35 antagonists	-15%	4%	-6%	15%	-4%
MgcRacGAP inhibition	4%	6%	4%	10%	3%
GPR55 activation	0.0%	0.7%	0.2%	-0.1%	0.5%
K1F lysis inhibition	0.3%	0.5%	?	1.3%	0.3%
KOR beta-arrestin-2	6%	5%	3%	-28%	-25%[20 µM]
GPR55 LPI antagonism	-4%	7%	-6%	20%	11%

11	Cc1ccc(CNC(=O)c2cn(C)c3ccc(S(=O)(=O)N4CCOCC4)cc3c2=O)cc1
12	Cc1nc(N2CCOCC2)[nH]c(=O)c1CCC(C)C
13	Cc1sc(-c2ccncc2)nc1OC(=O)c1ccc(Cl)cc1
14	O=C(Nc1ccccc1)n1cc(-c2ccccn2)c(N2CCOCC2)n1
15	COc1ccc(NC(=O)COc2ccc3c(c2)CCC3)cc1

assay / compound	11	12	13	14	15
KOR beta-arrestin-1	2.5%	9.5%	0.0%	4.2%	4.6%
NTR1 ag	0.0	-0.2	16	2.0	-0.8
NTR1 ag cell count 20 µM	77	62	49	79	35
NOD1 inhibition	11%	3%	-9%	-25%	-3%
GPR35 antagonists	10%	-5%	6%	8%	-11%
MgcRacGAP inhibition	12%	2%	10%	1%	5%
GPR55 activation	0.0%	-0.1%	-0.1%	-0.5%	0.8%
K1F lysis inhibition	0.3%	9.1%	0.3%	0.1%	-0.2%
KOR beta-arrestin-2	-14%	-16%	12%	-60%	-37%
GPR55 LPI antagonism	16%	63%	11%	2%	-24%

16	CN(C)/C=C(/C(=O)c1ccc(Cl)cc1)S(=O)(=O)c1ccc(Cl)cc1
17	COc1ccc(C(=O)N2CCN(C(=O)CC(C)C)CC2)cc1OC
18	O=C(NCc1ccco1)c1nc2ccccc2s1
19	CCCN1Cc2cccc(C(=O)Nc3ccc4c(c3)OCCO4)c2C1=O
20	CC(=O)c1sc(Nc2ccc(C)cc2)nc1C

assay / compound	16	17	18	19	20
KOR beta-arrestin-1	2.4%	0.8%	-4.3%	2.3%	-1.6%
NTR1 ag	-0.1	1.5	-0.2	0.7	-1.1
NTR1 ag cell count 20 µM	84	47	50	43	33
NOD1 inhibition	1%	5%	-5%	-25%	-13%
GPR35 antagonists	4%	10%	9%	15%	0%
MgcRacGAP inhibition	4%	-1%	10%	1%	0%
GPR55 activation	-0.1%	0.3%	-0.1%	-0.1%	-0.4%
K1F lysis inhibition	0.4%	0.9%	3.4%	-1.4%	-0.9%
KOR beta-arrestin-2	-12%	29%	22%	12%	-12%
GPR55 LPI antagonism	7%	5%	-1%	7%	6%

21	COc1ccc(OC)c(C2C(C(=O)c3ccccc3)=C(C)Nc3nc4ccccc4n32)c1 (stereo not drawn)
22	CCCn1c(=S)[nH]c2ccc(C(F)(F)F)cc21
23	COc1ccc(-c2nnc(SCC(=O)c3cccs3)o2)c(OC)c1
24	Cc1noc(C)c1S(=O)(=O)N1CCN(c2ccc([N+](=O)[O-])cc2)CC1
25	COC(=O)Cc1c(O)ccn(Cc2ccc3c(c2)OCO3)c1=O

assay / compound	21	22	23	24	25
KOR beta-arrestin-1	1.1%	10%	-3.1%	1.6%	-3.6%
NTR1 ag	7.7	1.2	1.2	-0.5	0.7
NTR1 ag cell count 20 µM	62	55	50	63	46
NOD1 inhibition	-26%	23%	-25%	-21%	-34%
GPR35 antagonists	-6%	-5%	18%	17%	2%
MgcRacGAP inhibition	7%	7%	9%	9%	5%
GPR55 activation	-0.2%	-0.6%	0.0%	0.3%	-0.1%
K1F lysis inhibition	-1.6%	0.0%	1.9%	0.2%	-0.3%
KOR beta-arrestin-2	7%	-23%	-1%	-1%	-20%[20 µM]
GPR55 LPI antagonism	1%	4%	4%	-1%	2%

26	NC(=O)c1cc(S(=O)(=O)N2CCOCC2)cs1
27	CC(=O)c1c(C(C)=O)c(C)n(NC(=O)c2ccccc2O)c1C
28	CC(C)(C)NC(=O)C(c1ccccc1)N(C(=O)CNC(=O)c1cccs1)c1cccnc1 (stereo not drawn)
29	Fc1ccc(C2N(c3ccccc3)C(=S)N3CCCN23)cc1 (stereo not drawn)
30	Cc1ccc(S(=O)(=O)N2CCN(C(=O)C(F)(F)F)C2c2ccc(N(C)C)cc2)cc1 (stereo not drawn)

assay / compound	26	27	28	29	30
KOR beta-arrestin-1	1.4%	-8.2%	-2.4%	-3.6%	5.6%
NTR1 ag	-0.3	-0.2	0.7	-1.0	0.6
NTR1 ag cell count 20 µM	47	92	34	49	51
NOD1 inhibition	-20%	-2%	11%	-9%	16%
GPR35 antagonists	-10%	0%	-4%	11%	-20%
MgcRacGAP inhibition	3%	1%	5%	14%	4%
GPR55 activation	-0.1%	-0.3%	0.0%	-0.1%	-0.2%
K1F lysis inhibition	0.5%	-0.7%	0.2%	2.8%	0.1%
KOR beta-arrestin-2	-17%	-12%	9%	14%	11%
GPR55 LPI antagonism	-4%	3%	2%	-6%	-17%

31	O=C(c1nsc(Cl)c1Cl)N1CCCCC1
32	CC(C)(C)NC(=O)c1ccnc(C(C)(C)C)c1
33	COc1ccc(N2CCN(CCNC(=O)CCNS(=O)(=O)c3cccs3)CC2)cc1
34	NC(=O)CSc1nc2ccccc2n1Cc1ccccc1
35	Cc1sc2nc(-c3ccccc3)oc(=O)c2c1C

assay / compound	31	32	33	34	35
KOR beta-arrestin-1	-2.6%	-7.5%	3.0%	-0.2%	4.4%
NTR1 ag	-1.0	1.4	-1.4	-1.7	5.3
NTR1 ag cell count 20 µM	94	63	83	90	41
NOD1 inhibition	-5%	7%	-8%	-13%	-37%
GPR35 antagonists	11%	4%	-15%	4%	4%
MgcRacGAP inhibition	2%	-3%	10%	8%	-3%
GPR55 activation	-0.3%	0.2%	-0.1%	0.3%	-0.6%
K1F lysis inhibition	7.2%	?	1.5%	0.3%	0.3%
KOR beta-arrestin-2	-10%	-3%	-12%	11%	16%
GPR55 LPI antagonism	5%	-16%	-9%	-9%	13%

36	O=C(Cc1ccccc1)NCC(=O)OCc1ccc([N+](=O)[O-])cc1
37	CCCOc1cccc(C(=O)N/N=C/c2ccoc2)c1
38	COc1ccc(C2=C(C)CC(C)(C)NC2=O)cc1OC
39	Cc1cc(C)c(C)c(OCC(=O)N2CCOCC2)c1
40	Nn1cnnc1SCC(=O)N(C1CCCCC1)C1CCCCC1

assay / compound	36	37	38	39	40
KOR beta-arrestin-1	8.0%	3.7%	29%	-0.2%	nt
NTR1 ag	0.5	0.5	-0.6	0.9	0.2
NTR1 ag cell count 20 µM	54	52	33	50	34
NOD1 inhibition	-21%	-42%	5%	-3%	-20%
GPR35 antagonists	4%	-1%	1%	-6%	16%
MgcRacGAP inhibition	9%	7%	7%	5%	5%
GPR55 activation	-0.3%	-0.1%	0.1%	0.0%	0.3%
K1F lysis inhibition	3.7%	0.1%	2.3%	0.8%	0.6%
KOR beta-arrestin-2	-17%	1%	3%	-18%	-27%[20 µM]
GPR55 LPI antagonism	9%	-7%	-12%	-5%	11%

41	CC(=O)C1=C(O)C(=O)N(CCN2CCOCC2)C1c1ccccc1 (stereo not drawn)
42	CCC(C)(C)NC(=O)/C=C/c1ccc(OC)c(S(=O)(=O)N2CCOCC2)c1
43	CC1(C)OC(C(N)=O)C(C(N)=O)O1 (stereo not drawn)
44	COc1ccc(OC)c2sc(NC(=O)c3ccc(Br)s3)nc12

assay / compound	41	42	43	44
KOR beta-arrestin-1	0.5%	6.6%	3.6%	-1.9%
NTR1 ag	1.5	0.3	-1.3	6.7
NTR1 ag cell count 20 µM	48	25	77	60
NOD1 inhibition	-7%	-5%	nt	-32%
GPR35 antagonists	7%	-12%	-3%	13%
MgcRacGAP inhibition	6%	4%	5%	-1%
GPR55 activation	0.5%	-0.4%	-0.1%	0.4%
K1F lysis inhibition	1.1%	0.9%	1.2%	1.6%
KOR beta-arrestin-2	24%	-1%	-49%	-31%
GPR55 LPI antagonism	7%	-4%	10%	-7%

Some of the compounds tested, so the mix of outcomes need not match the whole.
